# Pol eta inh: qHTS for Inhibitors of Polymerase Eta. DNA polymerase eta (Homo sapiens), Q9Y253. AID 588591, 2011. Potency, µM (series often up to 114 µM), for the others: at the top dose activity change, negative = inhibition, hits mostly inhibitors. 390,000 tested, 1.2% active. recombinant Pol eta, fluorescent DNA replication assay; active = well fitted inhibition curve with a large enough effect; inconclusive = small, poorly fitted or top-dose-only effect, or another doubt; inactive = no such curve, though single readings can be large or run the other way
# Target sequence (Q9Y253 whole entry, looked up): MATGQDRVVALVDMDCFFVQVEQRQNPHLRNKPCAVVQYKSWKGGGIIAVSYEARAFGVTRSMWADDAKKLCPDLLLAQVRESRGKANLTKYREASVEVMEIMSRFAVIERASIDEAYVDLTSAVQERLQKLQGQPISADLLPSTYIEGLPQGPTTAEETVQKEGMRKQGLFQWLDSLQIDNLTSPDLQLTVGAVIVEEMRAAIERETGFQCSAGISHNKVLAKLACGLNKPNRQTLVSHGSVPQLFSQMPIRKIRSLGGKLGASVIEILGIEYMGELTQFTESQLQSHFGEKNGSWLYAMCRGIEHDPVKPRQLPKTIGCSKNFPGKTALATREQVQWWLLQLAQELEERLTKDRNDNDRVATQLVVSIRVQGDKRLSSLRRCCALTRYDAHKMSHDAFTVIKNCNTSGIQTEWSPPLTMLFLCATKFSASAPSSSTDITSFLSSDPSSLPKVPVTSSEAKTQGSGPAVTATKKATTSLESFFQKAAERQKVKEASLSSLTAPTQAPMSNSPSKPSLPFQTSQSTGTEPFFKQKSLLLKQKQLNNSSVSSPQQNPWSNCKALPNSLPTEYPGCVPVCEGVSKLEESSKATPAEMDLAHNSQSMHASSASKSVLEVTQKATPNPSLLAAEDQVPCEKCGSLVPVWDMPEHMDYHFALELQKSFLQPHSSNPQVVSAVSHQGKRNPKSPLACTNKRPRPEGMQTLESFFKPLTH
#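 Pol eta at 10 nM preincubated with compounds 15 min at room temperature; reaction started with fluorescent substrate (50 nM final) and read kinetically at 0 and 10 min.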
# Active calls of the source: *; ? = inconclusive. % is scaled to controls: 0 for no effect and ±100 for the full control effect; potency is read from the fitted curve at half-maximal effect. Some of the compounds tested; the hit share may differ from the screen's.
Pol eta inh	smiles
-21%	C[C@H](CO)N1C[C@H](C)[C@H](CN(C)C(=O)Nc2ccc(-c3cccs3)cc2)OCc2cnnn2CCCC1=O
?	Cc1ccc(C(=O)OCC(=O)Nc2ccc(C)c(S(=O)(=O)N3CCCCC3)c2)o1
-12%	O=C(Nc1ccc2c(c1)CN(C(=O)Nc1ccc(F)cc1)CC2)c1ccccn1
-14%	Cc1cc(OCc2cc(C(=O)NC(C)c3cnn(C)c3)no2)cc(C)c1Cl (stereo unspecified)
-2%	COc1ccc([C@@H]2C[C@H]3[C@@H](CN2S(=O)(=O)c2ccccc2)C(=O)C[C@@H](c2ccccc2F)N3S(=O)(=O)c2ccc(C)cc2)cc1
-8%	O=C(CS(=O)(=O)Cc1ccccc1)c1ccccc1
-24%	COc1cccc(CN(C)C(=O)c2ccc(S(=O)(=O)Nc3cccc(C)c3C)cc2)c1OC
-3%	Cc1cccc(C)c1NC(=O)CNC(=O)c1ccc(N2CCOCC2)c([N+](=O)[O-])c1
-14%	COc1cccc(CN(C)CC(=O)N2CCN(S(=O)(=O)c3ccccc3)CC2)c1
-3%	CCC1(c2ccccc2)CN(C)C1=O (stereo unspecified)
-8%	CC(C)CC1C(=O)N(Cc2cn(CCC3OCCCO3)nn2)CCS(=O)(=O)N1Cc1ccc(-c2ccccc2)cc1 (stereo unspecified)
-2%	CCOCCC(=O)Nc1ncc(S(=O)(=O)c2ccc([N+](=O)[O-])cc2)s1
-2%	O=C(C[C@H]1C[C@@H]2c3cc(NC(=O)c4cccnc4)ccc3O[C@@H]2[C@H](CO)O1)NCc1ccncc1
-7%	COc1ccc(-c2ccc3[nH]c4c(c3c2)CCN2C[C@H]3[C@H](C)ON(C)[C@H]3C[C@@H]42)cc1
-20%	CCCC#Cc1ccc2c(c1)O[C@H](CN(C)C(=O)CC1CC1)[C@H](C)CN([C@@H](C)CO)S2(=O)=O
1%	CCCc1c(C(=O)N/N=C/c2ccc(C)o2)nnn1-c1nonc1N
-9%	N#Cc1ccccc1S(=O)(=O)N1CCN(Cc2cccs2)CC1
-27%	CC1(C)CC(=O)C=C(c2ccc(COC(=O)c3ccc(-c4ccccc4)cc3)cc2)C1=O
-6%	C[C@@H]1CN([C@H](C)CO)C(=O)CCCn2cc(nn2)CO[C@H]1CN(C)S(=O)(=O)c1ccc(Oc2ccccc2)nc1
-8%	COc1cccc(NC(=O)N(C)C[C@@H]2OCc3cnnn3CCCC(=O)N([C@@H](C)CO)C[C@H]2C)c1
-18%	COc1ccc(N2CCN(C(=O)c3ccc(CS(=O)c4cccc(Cl)c4)o3)CC2)cc1 (stereo unspecified)
-21%	Cc1cc(OCC(=O)Nc2nnc(C3CC3)s2)ccc1Cl
-3%	O=C(Cc1ccccc1)NCC(=O)N1CCN(c2ccc(F)cc2)CC1
-9%	CC(=O)C(Cc1ccccc1)NC(=O)COC(=O)c1cc(S(=O)(=O)N2CCOCC2)ccc1F (stereo unspecified)
-14%	CCC/C=C/c1ccc(CN2C(CC(C)C)C(=O)N(Cc3cn(CCC4OCCO4)nn3)CCS2(=O)=O)cc1 (stereo unspecified)
-1%	O=C(NCCc1ccccc1F)C1CC(=O)N(c2ccc3c(c2)OCCO3)C1 (stereo unspecified)
-9%	CCc1cccc(NC(=O)COC(=O)CSc2ccc(C)cc2)c1
-15%	C#CCN(C[C@@H]1[C@@H](OC(=O)NC2CC2)[C@@H](OC(=O)NC2CC2)Cn2c(=O)n(CCCCCC)c(=O)n21)S(=O)(=O)c1ccc(C)cc1
-6%	COc1ccc(NC2CCCN(C(=O)C3=NNC(=O)CC3)C2)cc1 (stereo unspecified)
-12%	COCC1CCN(C(=O)c2cc(COc3ccc(OC)cc3Cl)on2)C1 (stereo unspecified)
-12%	C[C@@H]1CN([C@H](C)CO)S(=O)(=O)c2ccc(C#Cc3ccccc3)cc2O[C@@H]1CN(C)C(=O)CN(C)C
-17%	Cc1ccc([C@H]2N[C@]3(CCCN(Cc4ccc(F)cc4)C3=O)[C@H]3C(=O)N(Cc4ccccc4)C(=O)[C@@H]23)cc1
-1%	NC(=O)C1CCN(C(=O)c2ccc(Cl)c(S(=O)(=O)N3CCc4ccccc43)c2)CC1
-7%	O=C(OCc1ccccc1)N1CCC2CC1c1cc(/C=C/CCCSc3ncccn3)ccc12 (stereo unspecified)
-8%	CC12CCC(/C(=C/NNc3ccc([N+](=O)[O-])cc3[N+](=O)[O-])C1=O)C2(C)C (stereo unspecified)
-14%	COc1ccc(N2C[C@H](CSC)[C@@H](CC(=O)Nc3ccccc3)C2=O)cc1
-8%	CC1=CC2(C)NC(=O)C(C)C12 (stereo unspecified)
-28%	COc1ccncc1-c1ccc(C2=CC(=O)CC(C)(C)C2=O)cc1
-2%	COc1ccc(S(=O)(=O)N2CCC(C(=O)NCCC(=O)NCc3cccnc3)CC2)cc1
-15%	CC1=C(C(=O)N2CCOCC2)CC(CC(=O)NCc2cccc3ccccc23)C(=O)N1Cc1ccccc1 (stereo unspecified)
-8%	CCOC(=O)c1c(-c2cc(OC)c(OC)c(OC)c2)csc1N
-14%	Cc1ccc(-c2ccc3c(c2)O[C@H](CN(C)Cc2cncnc2)[C@@H](C)CN([C@H](C)CO)S3(=O)=O)cc1
-12%	Cc1ccc([C@H]2N[C@]3(CCCN(CC4CCCCC4)C3=O)[C@H]3C(=O)N(Cc4ccccc4)C(=O)[C@@H]23)cc1
-3%	Cn1c(CCN2CCCC2)nc2cc(NC(=O)COc3ccc(Cl)cc3)ccc21
-8%	COc1ccc(OC)c(CN2CCN(C(=O)c3cccc(S(=O)(=O)N(C)c4ccccc4)c3)CC2)c1
0%	CCCc1c(C(=O)N/N=C/C2CC=CCC2)nnn1-c1nonc1N (stereo unspecified)
-3%	COc1ccc(OC)c(NC(=O)C2CCCN2S(=O)(=O)c2ccc3c(c2)CC(C)N3C(C)=O)c1 (stereo unspecified)
-20%	NC(=O)c1ccc(NC(=O)COC(=O)C23CC4CC(CC(C4)C2)C3)cc1

# A draw from above in order of number of heavy atoms, ascending.
Pol eta inh	smiles
-8%	CC1=CC2(C)NC(=O)C(C)C12 (stereo unspecified)
-21%	Cc1cc(OCC(=O)Nc2nnc(C3CC3)s2)ccc1Cl
-8%	CCOC(=O)c1c(-c2cc(OC)c(OC)c(OC)c2)csc1N
-28%	COc1ccncc1-c1ccc(C2=CC(=O)CC(C)(C)C2=O)cc1
0%	CCCc1c(C(=O)N/N=C/C2CC=CCC2)nnn1-c1nonc1N (stereo unspecified)
-20%	NC(=O)c1ccc(NC(=O)COC(=O)C23CC4CC(CC(C4)C2)C3)cc1
-14%	COc1ccc(N2C[C@H](CSC)[C@@H](CC(=O)Nc3ccccc3)C2=O)cc1
-1%	O=C(NCCc1ccccc1F)C1CC(=O)N(c2ccc3c(c2)OCCO3)C1 (stereo unspecified)
-3%	Cn1c(CCN2CCCC2)nc2cc(NC(=O)COc3ccc(Cl)cc3)ccc21
-1%	NC(=O)C1CCN(C(=O)c2ccc(Cl)c(S(=O)(=O)N3CCc4ccccc43)c2)CC1
-18%	COc1ccc(N2CCN(C(=O)c3ccc(CS(=O)c4cccc(Cl)c4)o3)CC2)cc1 (stereo unspecified)
-2%	COc1ccc(S(=O)(=O)N2CCC(C(=O)NCCC(=O)NCc3cccnc3)CC2)cc1
-7%	O=C(OCc1ccccc1)N1CCC2CC1c1cc(/C=C/CCCSc3ncccn3)ccc12 (stereo unspecified)
-12%	C[C@@H]1CN([C@H](C)CO)S(=O)(=O)c2ccc(C#Cc3ccccc3)cc2O[C@@H]1CN(C)C(=O)CN(C)C
-12%	Cc1ccc([C@H]2N[C@]3(CCCN(CC4CCCCC4)C3=O)[C@H]3C(=O)N(Cc4ccccc4)C(=O)[C@@H]23)cc1
-15%	CC1=C(C(=O)N2CCOCC2)CC(CC(=O)NCc2cccc3ccccc23)C(=O)N1Cc1ccccc1 (stereo unspecified)
-14%	CCC/C=C/c1ccc(CN2C(CC(C)C)C(=O)N(Cc3cn(CCC4OCCO4)nn3)CCS2(=O)=O)cc1 (stereo unspecified)
-15%	C#CCN(C[C@@H]1[C@@H](OC(=O)NC2CC2)[C@@H](OC(=O)NC2CC2)Cn2c(=O)n(CCCCCC)c(=O)n21)S(=O)(=O)c1ccc(C)cc1

# Next part:
Pol eta inh	smiles
0%	COc1ccc(NC(=O)C[C@@H]2C(=O)N(Cc3ccccc3)CC2(C)C)cc1
-5%	CN(CC(=O)Nc1ccc(Cl)c(C(F)(F)F)c1)C(=O)COc1cccc2cccnc12
5%	Cc1ccc(NC(=O)COC(=O)c2ccc3ncsc3c2)c(C)c1
0%	NC(=O)c1ccsc1NC(=O)COC(=O)Cc1ccccc1[N+](=O)[O-]
-7%	O=C(SCc1c(O)c2ccccc2oc1=O)c1ccccc1
-13%	CC(C)c1nc(SCC(=O)N2CCCCC2)c2c(=O)n(C)c(=O)n(C)c2n1
-5%	CCCCN1C[C@H](CSC)[C@@H](CC(=O)NC)C1=O
-11%	C[C@@H]1CN([C@H](C)CO)S(=O)(=O)c2ccc(C#CCN(C)C)cc2O[C@@H]1CN(C)Cc1ccccc1F
-6%	CCOc1ccc(NS(=O)(=O)c2cccs2)cc1S(=O)(=O)N1CCCC1
-13%	Cc1ccc(S(=O)(=O)N(C)C[C@@H]2OCc3cnnn3CCCC(=O)N([C@H](C)CO)C[C@@H]2C)cc1
-17%	COCCCNC(=S)N1CCN(c2nc(-c3ccc(Cl)cc3)cs2)CC1
-13%	C[C@@H]1CN([C@@H](C)CO)C(=O)CCCn2nncc2CO[C@@H]1CN(C)S(=O)(=O)c1ccc(Cl)cc1
-6%	Nc1ccc2c(c1)C1(CCC2)NC(=O)NC1=O (stereo unspecified)
-13%	Cc1ccc([C@H]2C[C@H](n3cc(COC(=O)c4ccccc4)nn3)[C@@H](O)CN2Cc2cccs2)cc1
-22%	CCN(CC)C(=O)C1=C(C)N(Cc2ccc(C(C)(C)C)cc2)C(=O)C(CC(=O)NC(c2ccccc2)c2ccccc2)C1 (stereo unspecified)
0%	CC(C)c1cc(C(=O)OCC(=O)NC2CCS(=O)(=O)C2)c(O)c(C(C)C)c1 (stereo unspecified)
-14%	CCN(CC(=O)Nc1ccc2c(c1)OCCO2)C(=O)COc1ccc(C(C)=O)cc1
-3%	O=C(COC(=O)c1cnc(Cl)c(Cl)c1)NC1CCCC1
-2%	CC(C)(C)NC(=O)C(c1ccc(O)cc1)N(Cc1ccc2c(c1)OCO2)C(=O)CCl (stereo unspecified)
-11%	O=[N+]([O-])c1ccc(C(S(=O)(=O)Cc2ccccc2)S(=O)(=O)Cc2ccccc2)cc1
-11%	CS(=O)(=O)N(CC(=O)N1CCCC1)C1CCCCC1
-22%	Cc1noc(C)c1S(=O)(=O)Nc1ccc2c(c1)C(=O)N([C@H](C)CO)C[C@H](C)[C@H](CN(C)C(=O)NC(C)C)OCCCC[C@@H](C)O2
-12%	O=C(CSc1ccc2nnc(-c3cccnc3)n2n1)Nc1ccccc1F
-13%	O=C(Nc1ccc([N+](=O)[O-])cc1)C(c1ccccc1)c1ccccc1

# Rewritten with bars between the fields: 4 of the compounds above
canonical_smiles | Pol eta inh
CS(=O)(=O)N(CC(=O)N1CCCC1)C1CCCCC1 | -11%
Cc1noc(C)c1S(=O)(=O)Nc1ccc2c(c1)C(=O)N([C@H](C)CO)C[C@H](C)[C@H](CN(C)C(=O)NC(C)C)OCCCC[C@@H](C)O2 | -22%
O=C(CSc1ccc2nnc(-c3cccnc3)n2n1)Nc1ccccc1F | -12%
O=C(Nc1ccc([N+](=O)[O-])cc1)C(c1ccccc1)c1ccccc1 | -13%

# Going on with the list.
Pol eta inh	smiles
-15%	COCOCCn1cc(CN2CCS(=O)(=O)N(Cc3ccc(-c4ccc(OC)cc4)cc3)C(CC(C)C)C2=O)nn1 (stereo unspecified)
-2%	C[C@H](CO)N1C[C@H](C)[C@@H](CN(C)S(=O)(=O)c2cccc(F)c2)OCc2cnnn2CCCC1=O
-24%	CC(C)CC1C(=O)N(Cc2cn(CCC3OCCCO3)nn2)CCS(=O)(=O)N1Cc1ccc(-c2cccc(CO)c2)cc1 (stereo unspecified)
-13%	Cc1ccc(S(=O)(=O)N2Cc3ccccc3CC2C(=O)N(C)C)cc1 (stereo unspecified)
-3%	CCOc1ccc(CCNC(=O)COC(=O)c2ccc(C)c(S(=O)(=O)N3CCOCC3)c2)cc1OCC
-8%	CCN(C(=O)c1cc(OC)c(OC)c(OC)c1)C1CCCCC1
-4%	CCc1cc(-c2nnn(CCC3COCCO3)c2CC)ccc1-c1cn(Cc2ccc3ccccc3c2)nn1 (stereo unspecified)
-16%	CCOC(=O)c1c(-c2cc(OC)c(OC)c(OC)c2)csc1NC(=O)c1ccccc1
-2%	O=C(COc1ccc([N+](=O)[O-])cc1)NNC(=O)C1COc2ccccc2O1 (stereo unspecified)
-12%	O=C1NC(Cc2ccccc2)c2nc3ccc(Br)cc3c(=O)n2-c2cc3ccccc3cc21 (stereo unspecified)
-4%	CCN(CC)C(=O)C1=C(C)N(Cc2ccc(F)cc2)C(=O)C(CC(=O)NC2CCCC2)C1 (stereo unspecified)
